PTAP TSG101 blk: blocks PTAP/TSG101 interaction to inhibit HIV-1 budding; Q99816; Fluorescence polarization, FITC-PTAP peptide / Tsg101 binding; Potency, µM (top dose mostly 115 µM), inactives show at the top dose activity change, negative = inhibition, actives largely listed as inhibitors; 340,000 tested, under 10 active; AID 493005; active means well fitted inhibition curve with a large enough effect in the main read-out, with a control signal flat, not every such curve was filed as active; inconclusive means small, poorly fitted or top-dose-only effect, or effect the other way, or a change in a side signal; inactive means no such curve, though single readings can be large or run the other way; further: potency means the concentration at half of the fitted maximal effect; % of control where 0% means no effect
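Fluorescence anisotropy tracks displacement of a FITC-tagged PTAP peptide (50 nM) from the Tsg101 binding domain (10 uM), following a 20 min room-temperature incubation at pH 7.5.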
ELG1 DNA repair: blocks ELG1-dependent DNA repair in HEK293T cells. Potency, µM (highest dose often 46.1 µM), without a hit: at the top dose activity change, negative = inhibition, usual class: inhibitors. actives 2.3% (n = 330,000). HEK293T ELG1-luciferase reporter, luminescence, 16 h; DNA damage induced by 5-fluorouridine. AID 504467; further: potency means the concentration at half of the fitted maximal effect; on the % scale 0 is the no-effect control and ±100 the full control effect; nearly all actives have a fitted effect of over 55% in size
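Step one: seed 2,000 cells per well. Step two: pin-transfer compound or DMSO alongside 5-fluorouridine. Step three: incubate 16 hr, 37 °C, 5% CO2. Step four: add ONE-Glo, wait 30 min, read luminescence.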
Integrin act MD: activates integrin-mediated alleviation for muscular dystrophy; Potency, µM (highest dose often 38.3 µM), inactives show top-dose activation, hits mostly activators; alpha7betagal myoblasts, beta-gal FDG fluorescence, 48 h; actives 0.064% (n = 350,000);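 further: potency means the concentration at half of the fitted maximal effect; 100% = response of the positive control SU9516; nearly all actives have a fitted effect of over 60% in size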
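Alpha7betagal+/- myoblasts (passage 13) were plated 16-24 hr, then exposed to compounds (1:260 dilution of DMSO stock) for 48 hours at 37C. After MPER lysis, β-galactosidase reporter activity was read as FDG fluorescence (ex 480/em 540) after 30 minutes.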
A-T KAP1 phos: candidate therapy for ataxia-telangiectasia | […] A-T fibroblasts, KAP-1 phosphorylation AlphaLISA; neocarzinostatin DNA damage 30 min before lysis | Potency, µM (titrated, usually from 57.5 µM), for the others: at the top dose activation, hits mostly activators | actives 0.19% (n = 320,000); further: potency means the concentration at half of the fitted maximal effect; % of control where 0% means no effect; nearly all actives have a fitted effect of over 45% in size
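hTERT-immortalized A-T patient fibroblasts ([…]), 500 cells/well in OPTI-MEM, 1% FBS, got compounds for 60 min, then NCS for 30 min at 37C. Lysates were then assayed for phospho-KAP-1 by AlphaLISA (anti-pKAP1 donor, anti-KAP1 acceptor beads), 6 hr at 25C.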
B2AR arrestin: beta2AR (human) beta-arrestin recruitment activity; Potency, µM (doses to about 46.1 µM), without a hit: top-dose activation, hits mostly activators; actives 0.02% (n = 330,000); beta-arrestin recruitment to beta2AR, cell-based reporter; P07550;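 further: potency means the concentration at half of the fitted maximal effect; 0% = DMSO controls and full agonism = EC100 isoproterenol or metaproterenol; nearly all actives have a fitted effect of over 65% in size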
TRPV1 agonist: activates the human vanilloid receptor TRPV1. TRPV1-expressing cells, Fluo-8 calcium influx, agonist mode. activation, % at 8.33 µM. actives 0.19% (n = 320,000). Q8NER1; in the data active means activation above about 80%; inconclusive means between about 30% and that limit; further: 0% is about no effect
Target sequence (Q8NER1 whole entry, looked up): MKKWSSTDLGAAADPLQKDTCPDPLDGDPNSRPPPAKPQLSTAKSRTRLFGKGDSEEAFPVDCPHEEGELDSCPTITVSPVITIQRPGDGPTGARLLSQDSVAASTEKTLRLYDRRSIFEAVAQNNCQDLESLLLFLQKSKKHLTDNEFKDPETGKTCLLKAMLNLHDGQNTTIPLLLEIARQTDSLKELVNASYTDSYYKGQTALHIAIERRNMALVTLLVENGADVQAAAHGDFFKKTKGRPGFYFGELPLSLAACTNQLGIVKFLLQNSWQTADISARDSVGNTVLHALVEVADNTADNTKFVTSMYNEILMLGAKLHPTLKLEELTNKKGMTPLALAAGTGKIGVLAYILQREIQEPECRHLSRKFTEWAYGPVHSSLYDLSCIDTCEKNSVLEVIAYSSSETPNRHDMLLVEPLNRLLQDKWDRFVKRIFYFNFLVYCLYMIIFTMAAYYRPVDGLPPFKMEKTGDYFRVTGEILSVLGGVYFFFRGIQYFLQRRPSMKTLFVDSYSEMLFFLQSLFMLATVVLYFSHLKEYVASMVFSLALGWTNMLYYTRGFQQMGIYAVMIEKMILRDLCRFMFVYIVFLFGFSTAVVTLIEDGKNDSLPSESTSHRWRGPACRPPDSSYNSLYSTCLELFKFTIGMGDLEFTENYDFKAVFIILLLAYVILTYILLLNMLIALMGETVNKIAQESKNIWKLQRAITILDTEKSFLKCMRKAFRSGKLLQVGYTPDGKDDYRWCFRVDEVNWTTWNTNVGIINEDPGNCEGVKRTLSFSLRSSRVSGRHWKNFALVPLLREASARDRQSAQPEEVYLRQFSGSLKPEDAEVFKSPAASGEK
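Cells expressing TRPV1 were dye-loaded with Fluo-8 and read kinetically: 10 s baseline, 3 min after compound (agonist portion), then 2 min after EC20 capsaicin (allosteric enhancer portion). Calcium-bound dye fluorescence at 480/520 nm.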
BRCA1 expr up: activators of BRCA1 expression; MCF7-BRCA1-FFLuc reporter, luminescence, 48 h; response scale: scaled: vehicle 0%, 10 µM genistein 100%; Potency, µM (titrated, usually from 46.1 µM), inactives show at the highest dose activation, hits mostly activators; actives 1.1% (n = 380,000); AID 624202; further: potency means the concentration at half of the fitted maximal effect; nearly all actives have a fitted effect of over 80% in size; some results filed as inactive show a strong effect at the top dose
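MCF7 cells carrying a BRCA1-firefly luciferase reporter (2000 cells/well, phenol-red free MEM) were attached for 2 h at 37 °C, then given compounds for 48 h. Luminescence was read 15 min after luciferase reagent; activity normalized to genistein (10 microM) and DMSO.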
MLL CXXC-DNA inh: blocks binding of human MLL CXXC domain to DNA | AID 2662 | actives 0.037% (n = 290,000) | Q03164 | MLL-CXXC / FITC-HOXA9 DNA fluorescence polarization | Potency, µM (top dose mostly 115 µM), without a hit: at the top dose activity change, negative = inhibition, usual class: inhibitors; active means well fitted inhibition curve with a large enough effect in the polarisation, with a control signal flat, not every such curve was filed as active; inconclusive means small, poorly fitted or top-dose-only effect, or effect the other way, or a change in a side signal; inactive means no such curve, though single readings can be large or run the other way; the % refers to the polarisation; further: potency means the concentration at half of the fitted maximal effect
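Purified MLL-CXXC (added from a 7 uM solution) was preincubated 5 min at ambient with pinned compounds in 50 mM Tris-HCl pH 7.5, 50 mM NaCl, 1 mM DTT, 0.05% BSA. Fluorescein-labeled HOX-A9 DNA (50 nM solution) followed, 30 min, then polarization read.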
p53 reactivation: mutant p53 re-activation in reporter cells; Potency, µM (titrated, usually from 92.2 µM), for inactives: at the top dose activity change, positive = activation, hits mostly activators; AID 504706; actives 0.063% (n = 320,000); H1299 p53-A138V BP100-luciferase reporter, luminescence, 24 h; further: potency means the concentration at half of the fitted maximal effect; % of control where 0% means no effect; nearly all actives have a fitted effect of over 45% in size
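p53-null H1299 cells stably carrying temperature-sensitive p53-A138V and a BP100-luciferase reporter were pinned with compounds (4-point, 1:5 series) and held 24 hrs at 37 deg C. Luminescence was read 10 min after detection reagent.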
TCR act: activators of T cell receptors. Potency, µM (titrated, usually from 9.22 µM), without a hit: at the highest dose activation of IL-2 secretion, hits mostly activators. primary human leukocytes, anti-CD3, IL-2 HTRF, 48 h. 330,000 tested, under 10 active. AID 504894; further: % of control where 0% means no effect
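Primary human leukocytes receive a-CD3 beads and test compound and are incubated 48 hr. Secreted IL-2 is then assayed by HTRF, measuring 665nm acceptor emission after 320nm excitation of the europium donor.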
* = called active by the depositor; ? = inconclusive; . = no result given; [ ] = remark or other dose. Unless noted, the call rests on the fitted dose curve; in most records, active means well fitted curve in the direction sought with a large enough effect; inconclusive means small, poorly fitted or top-dose-only effect, or another doubt; inactive means no such curve, though single readings can be large; an effect the other way counts as inactive or inconclusive. Rows are unselected; overall some 3.8% were active at least once.

Start of the data: the first 2 entries as a preview:
entry | molecule | PTAP TSG101 blk | ELG1 DNA repair | Integrin act MD | A-T KAP1 phos | B2AR arrestin | TRPV1 agonist | BRCA1 expr up | MLL CXXC-DNA inh | p53 reactivation | TCR act
1 | O=C(NCc1ccc(OC(F)(F)F)cc1)C1CC(c2cccc(F)c2)=NO1 (stereo unspecified) | -2% | 11% | 34% | 26% | 0.8% | ? | 10% | 3% | . | 1%
2 | CC(C)(C)c1nnc2sc(SCC(=O)NCc3ccco3)nn2c1=O | -4% | ? | 0% | 9% | -1.1% | 0 | -1% | . | 10% | -6%

The listing (from the top)
entry | molecule | PTAP TSG101 blk | ELG1 DNA repair | Integrin act MD | A-T KAP1 phos | B2AR arrestin | TRPV1 agonist | BRCA1 expr up | MLL CXXC-DNA inh | p53 reactivation | TCR act
1 | O=C(NCc1ccc(OC(F)(F)F)cc1)C1CC(c2cccc(F)c2)=NO1 (stereo unspecified) | -2% | 11% | 34% | 26% | 0.8% | ? | 10% | 3% | . | 1%
2 | CC(C)(C)c1nnc2sc(SCC(=O)NCc3ccco3)nn2c1=O | -4% | ? | 0% | 9% | -1.1% | 0 | -1% | . | 10% | -6%
3 | CCOc1ccc(-c2cnc(N)n2C)cc1 | -1% | 20% | 4% | -5% | -0.1% | -1 | 4% | 3% | 9% | 3%
4 | O=C(O)c1cn(Cc2ccccc2Cl)c2ccc(S(=O)(=O)N3CCOCC3)cc2c1=O | -2% | -3% | -11% | 2% | 0.2% | 0 | 1% | 6% | 0% | -7%
5 | CC(C)Oc1cccc(C(=O)C2CCCN(Cc3ccc(Oc4ncccn4)cc3)C2)c1 (stereo unspecified) | 0% | -19% | -24% | -4% | 3.5% | 16 | -36% | -4% | 5% | 2%
6 | CCN(C(=O)c1ccc(=O)[nH]c1)c1c(N)n(Cc2ccccc2)c(=O)[nH]c1=O | -1% | 23% | 27% | 1% | -0.1% | 1 | 6% | . | 4% | .
7 | CCN1CCCC1CNC(=O)CCNC(=O)c1cc(OC)c(OC)c(OC)c1 (stereo unspecified) | -2% | 7% | -8% | -4% | 0.3% | -3 | 1% | 2% | ? | 1%
8 | NC(=O)C1CCN(C(=O)C2c3ccccc3C(=O)N3CCc4ccccc4C23)CC1 (stereo unspecified) | . | 17% | -1% | -1% | -0.1% | 1 | -37% | 3% | -7% | .
9 | O=C(c1ccco1)N(CC1CCCO1)c1nc(-c2ccccc2)cs1 (stereo unspecified) | 5% | ? | 10% | 9% | -0.3% | 4 | -21% | 6% | ? | -3%
10 | Cc1ccc(C(=O)c2cc3ccccc3o2)cc1[N+](=O)[O-] | -2% | 1% | -10% | 0% | -0.1% | 21 | -20% | ? | -9% | 5%
11 | CCOc1ccc(NC(=O)Nc2cc(C)ccc2OC)cc1 | 0% | ? | 11% | 0% | -0.1% | 2 | 42% | 0% | 28% | -5%[46.1 µM]
12 | COc1ccc(CNS(=O)(=O)c2ccc(-n3cnnn3)c(OC)c2)cc1 | -2% | 8% | 7% | 2% | -0.5% | -1 | -13% | 6% | 4% | -6%
13 | Cc1cccc(C)c1N1C(=O)CC(N(O)c2ccccc2)C1=O (stereo unspecified) | -6% | 0% | -7% | -8% | 0.0% | -1 | 27% | 0% | -1% | .
14 | Cc1cc(C)c2c(c1)-c1c(ssc1=S)C(C)(C)N2C(=O)CSc1nncn1C | -2% | ? | -36% | 4% | -0.4% | 2 | -69% | 5% | -13% | -7%
15 | O=C(NC1CC1)C1CCN(S(=O)(=O)c2cc([N+](=O)[O-])ccc2Cl)CC1 | -5% | ? | -36% | -4% | -0.6% | 1 | -11% | . | 26% | 8%
16 | COc1cccc(NC(=O)CCCNC(=O)Cn2cnc3sc(C)c(C)c3c2=O)c1 | -3% | ? | -1% | 0% | -0.4% | 0 | -2% | 12% | -3% | -4%
17 | Cc1ccc(C)c(-c2ccc(=O)n(Cc3cccc(Br)c3)n2)c1 | -3% | 6% | 4% | 2% | -0.4% | ? | -43% | -4% | -4% | 0%
18 | CCc1nc(Nc2cccc(O)c2)c2oc3ccccc3c2n1 | -5% | ? | 4% | 1% | -1.0% | 1 | 16% | 0% | -1% | -2%
19 | O=C(Cc1ccccc1)Nc1nnc(-c2cccc([N+](=O)[O-])c2)s1 | -3% | 21% | 11% | 1% | -0.3% | -2 | 17% | 10% | 9% | 1%[46.1 µM]
20 | Nc1ncnc2nc(SCC(=O)Nc3ccccc3F)[nH]c12 | -3% | 11% | -9% | 5% | 0.4% | -7 | 8% | -5% | 7% | 0%
21 | O=C(COC(=O)c1ccc(Cl)c(S(=O)(=O)N2CCc3ccccc3C2)c1)Nc1ncc(Cl)cc1Cl | 2% | 8% | -2% | -3% | -1.0% | 2 | -23% | -4% | 1% | -3%[46.1 µM]
22 | O=C(c1ccc(F)cc1)N1CCN(c2cc(N3CCCCC3)c(F)cc2[N+](=O)[O-])CC1 | -4% | -25% | 20% | -6% | 0.0% | 13 | -49% | 2% | -1% | 3%
23 | CC(O)(c1ccc(Cl)cc1)C(c1ccccc1)c1ccccn1 (stereo unspecified) | -2% | . | 12% | . | . | . | -7% | . | . | -4%
24 | Cc1ccc(-n2nc(C(=O)N/N=C/c3cccc(C(F)(F)F)c3)c3ccccc3c2=O)cc1C | 1% | 6% | 0% | -1% | 0.0% | -1 | 0% | 9% | 3% | 12%
25 | CCCc1nc2ccc(NC(=O)c3cccs3)cc2c(=O)n1Cc1ccc(Cl)cc1 | -2% | 16µM* | 16% | . | -0.8% | 8 | -45% | 3% | 19% | 1%
26 | O=c1nc(/C=C/c2ccc(O)c(O)c2)oc2ccccc12 | -4% | ? | -31% | 8% | -0.3% | -1 | 0% | 25% | ? | 2%
27 | CCOC(=O)C1(c2csc(N)n2)COC(=O)C1 (stereo unspecified) | -4% | . | 5% | . | . | -1 | 4% | -7% | . | -1%
28 | Cc1cc(C)c2nc(N3CCCC(C(=O)NCCCN4CCOCC4)C3)sc2c1 (stereo unspecified) | -5% | ? | -19% | 3% | -1.0% | 0 | 71% | 0% | 22% | 0%
29 | COc1cc2c(cc1OC)C(=O)CCC2 | 0% | . | 8% | . | . | . | -3% | . | . | -1%
30 | CC(OC(=O)c1ccncc1)C(=O)Nc1cccc(Cl)c1 (stereo unspecified) | -1% | 3% | -15% | 6% | -0.3% | -1 | 0% | -3% | -10% | 3%
31 | Cn1ncc2cc(NC(N)=S)ccc21 | -3% | -9% | -11% | 3% | -0.2% | 2 | 13% | 4% | -3% | 5%
32 | CC(Oc1ccc(F)cc1)C(=O)N(CCC1=CCCCC1)c1c(N)n(Cc2ccccc2)c(=O)[nH]c1=O (stereo unspecified) | 1% | -14% | -26% | 7% | -0.8% | 0 | -42% | . | -21% | 8%
33 | Cc1nn(-c2ccccc2)c(C)c1C(=O)OC(C)C(=O)NC1CCCCC1 (stereo unspecified) | -3% | ? | -48%[inhibitor] | 6% | 5.9% | . | -35% | . | -7% | 5%
34 | Cc1nnsc1C(=O)NNc1ccc(C(C)(C)C)cc1 | 3% | 1% | -39% | 3% | 0.0% | . | -15% | 0% | 7% | 2%
35 | O=C(/C=C/c1cccs1)NC(=S)NNC(=O)c1ccccc1O | -6% | ? | -43% | -6% | 0.3% | 0 | -36% | -24% | -2% | 1%
36 | CCC(C(=O)NCCC1=CCCCC1)n1nc(C)c2c(C)n(-c3ccccc3)nc2c1=O (stereo unspecified) | -1% | -4% | 8% | -7% | 0.7% | 2 | -25% | -1% | -3% | -3%
37 | CCCC(=O)NNc1c2ccccc2nc2ccccc12 | -2% | 3% | 17% | -9% | -0.9% | ? | -1% | -11% | -3% | ?
38 | Cc1csc2ncc(C(=O)N3c4ccccc4CC3C)c(=O)n12 (stereo unspecified) | -2% | 2% | 0% | 6% | -0.2% | -4 | -13% | -6% | -3% | -3%
39 | COc1ccc(OCC(=O)NCCCN2CCOCC2)cc1 | -3% | ? | 40% | 3% | -0.2% | -3 | 2% | -5% | 5% | -4%[46.1 µM]
40 | CN(C)CCCNc1oc(/C=C/c2cccs2)nc1S(=O)(=O)c1ccccc1 | 0% | 0% | -58%[inhibitor] | -4% | 0.4% | 9 | 5% | 10% | 0% | 1%
41 | O=C1NC2(CCc3ccccc32)C(=O)N1CCOc1ccc(Cl)cc1 (stereo unspecified) | -5% | -1% | -5% | 7% | -0.1% | -1 | 0% | 5% | -9% | -1%
42 | COc1ccc(C(=O)CSc2nnc(-c3ccc(C)cc3)o2)cc1 | -5% | 0% | -1% | -2% | -0.1% | 5 | 3% | 3% | -1% | 1%
43 | COc1ccc(NS(=O)(=O)c2ccc(C(=O)N3CCC(C)CC3)cc2)cc1 | -2% | ? | -20% | 20% | 0.0% | . | -43% | . | -6% | -1%
44 | Cc1ccc(C(=O)O)cc1NC(=O)CSc1ncnc2sc3c(c12)CCC3 | -13% | -4% | 9% | 1% | -0.6% | 2 | -3% | -4% | 2% | -3%

High-throughput results (PubChem BioAssay)
